Tn6 DDE FP – DD(E)-Tn6 binding inhibition, primary FP screen; AID 720509; 0.21% of 370,000 active; P02675; inhibition, % at 8.3 µM; Fibrin DD(E) TRITC-Tn6 fluorescence polarization displacement;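 active = inhibition above a per-campaign cutoff: mean of compounds within control limits plus 3 SD, cut at about 15% in these data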;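 also: 0% = median of all compound wells on the plate and 100% = blocking peptide control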
proKLK7 act – activates the human kallikrein-7 zymogen; P49862; purified proKLK7, EDANS-DABCYL substrate fluorescence; 100% is mature enzyme control, 0% vehicle; activation, % at 7 µM; 0.9% of 370,000 active;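 active = activation above the mean of all tested compounds plus 3 SD, computed per campaign excluding outliers beyond control limits, cut at about 13% in these data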
PLC-gamma1 inh – PLC-gamma1 (human) inhibition, primary screen; purified PLC-gamma1, fluorogenic substrate, fluorescence; 0.84% of 370,000 active; inhibition, % at 12.2 µM; AID 720700; P19174; in the data active = inhibition above about 9.5%
Tn7 DDE FP – disrupts Tn7 cyclic peptide binding to fibrin D-Dimer-E complex | P02675 | FP displacement of FITC-Tn7 peptide from fibrin DD(E); 0% = median of compound wells per plate | inhibition, % at 8.3 µM | 0.13% of 370,000 active;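 active = inhibition above the mean of compounds falling within the control limits plus 3 SD of them, cut at about 14% in these data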;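 also: 0% = plate median of compound wells and 100% = 10 µM Aha-Tn7 peptide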
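Assay system: human fibrin DD(E) protein / Input: 2 µM fibrin DD(E) / Benchmarks: high control of 10 µM Aha-Tn7 peptide / Measured by: fluorescence polarization of the labelled Tn7 tracer / Medium: Tris buffer with calcium and detergent, pH 7.8 / Timing: 10 min compound pre-incubation, 3 h probe incubation at room temperature / Repeats: one replicate per compound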
ASAP1 GAP inh – inhibitors of human ASAP1 ArfGAP activity | Q9ULH1 | ASAP1-stimulated ARF1 GTP hydrolysis, GDP FP detection | inhibition, % at 16.5 µM | 0.19% of 360,000 active | AID 624377; in the data active = inhibition above about 25%;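 also: 0% = vehicle with enzyme and substrate and 100% = no enzyme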
LEDGF integ inh – blocks HIV-1 LEDGF/p75-dependent DNA integration; 0.64% of 370,000 active; TR-FRET IN-LEDGF/p75 DNA integration, Eu/Cy5; inhibition, % at 3.7 µM;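 active = inhibition above the screen-wide mean plus 3 SD, cut at about 13% in these data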;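 also: signal is the Cy5 over europium emission ratio at 671 and 618 nm; 0% = plate median of compound wells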
TDP2 absorb – blocks human TDP2 phosphodiesterase activity | O95551 | recombinant TDP2, T5PNP hydrolysis, p-nitrophenol absorbance 415 nm | inhibition, % at 12.8 µM | 0.34% of 370,000 active | AID 720702;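 active = inhibition above the mean of all tested compounds plus 3 SD, set per campaign, cut at about 25% in these data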;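 also: 0% = DMSO with enzyme and 100% = buffer with substrate but no TDP2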
Target sequence (O95551 whole entry, looked up): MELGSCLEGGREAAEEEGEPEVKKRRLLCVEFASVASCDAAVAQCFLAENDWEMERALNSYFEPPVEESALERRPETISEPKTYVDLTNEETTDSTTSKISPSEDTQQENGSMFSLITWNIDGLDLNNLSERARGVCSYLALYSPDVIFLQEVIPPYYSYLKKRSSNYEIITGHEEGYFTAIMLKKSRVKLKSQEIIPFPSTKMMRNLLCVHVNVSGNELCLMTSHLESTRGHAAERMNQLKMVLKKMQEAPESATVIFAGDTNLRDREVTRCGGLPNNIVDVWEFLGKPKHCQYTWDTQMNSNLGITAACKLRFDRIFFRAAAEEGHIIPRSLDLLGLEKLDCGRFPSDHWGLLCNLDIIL
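Assay system: recombinant human TDP2 / Reagent: T5PNP substrate at 5 mM, a TopII-DNA adduct mimic / Measured by: epi absorbance from released p-nitrophenol / Evaluation: % inhibition relative to enzyme-containing and enzyme-free wells / Control set: enzyme-free and DMSO wells / Replicates: each compound tested once, singlicate / Schedule: enzyme reaction with compound for 2 h at 37 °C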
ADAM17 inh – ADAM17 inhibition, QFRET primary screen; inhibition, % at 6.95 µM; 0.83% of 370,000 active; recombinant ADAM17, EDANS/DABCYL FRET peptide cleavage; P78536;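 active = inhibition above the mean of compounds lying between control limits plus 3 SD, set per campaign, cut at about 8.5% in these data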;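 also: 0% = DMSO-only wells as the low control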
ARFGAP1 inhibitor – inhibits rat ARF GTPase activating protein 1. Q62848. AID 651572. inhibition, % at 16.5 µM. Arfgap1-stimulated ARF1 GTP hydrolysis, GDP FP detection. 0.26% of 360,000 active;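 active = inhibition above a per-plate limit, mean inhibition of low control wells plus 3 SD, cut at about 25% in these data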;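 also: 0% = DMSO wells with enzyme and 100% = wells lacking Arfgap1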
Target sequence (Q62848 1-136 limits assumed): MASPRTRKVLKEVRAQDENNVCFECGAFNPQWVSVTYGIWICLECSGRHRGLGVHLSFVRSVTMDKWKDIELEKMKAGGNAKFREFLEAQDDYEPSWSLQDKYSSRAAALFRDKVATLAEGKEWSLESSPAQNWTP
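Material: rat Arfgap1 GAP domain (His6, aa 1-136), purified enzyme. Also added: human ARF1(Δ1-17)-GTP substrate. Compound dosing: 16.5 µM single point, 1.26% DMSO. Timing: enzyme reaction 120 min at 25 °C after 20 min preincubation. Signal: GDP detection by fluorescence polarization. Read-out basis: percent inhibition of GAP-stimulated GDP formation, scaled between DMSO and no-Arfgap1 medians.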
ADAM10 inh – ADAM10 inhibition, QFRET primary screen. O14672. 0.62% of 370,000 active. recombinant ADAM10, EDANS/DABCYL FRET peptide cleavage, 3 h. inhibition, % at 7 µM;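 active = inhibition above a per-campaign cutoff equal to the mean of compounds falling between control-based bounds plus 3 SD, cut at about 20% in these data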;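 also: 0% = DMSO wells while the 100% control is not disclosed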
Target sequence (O14672 214-748 limits assumed): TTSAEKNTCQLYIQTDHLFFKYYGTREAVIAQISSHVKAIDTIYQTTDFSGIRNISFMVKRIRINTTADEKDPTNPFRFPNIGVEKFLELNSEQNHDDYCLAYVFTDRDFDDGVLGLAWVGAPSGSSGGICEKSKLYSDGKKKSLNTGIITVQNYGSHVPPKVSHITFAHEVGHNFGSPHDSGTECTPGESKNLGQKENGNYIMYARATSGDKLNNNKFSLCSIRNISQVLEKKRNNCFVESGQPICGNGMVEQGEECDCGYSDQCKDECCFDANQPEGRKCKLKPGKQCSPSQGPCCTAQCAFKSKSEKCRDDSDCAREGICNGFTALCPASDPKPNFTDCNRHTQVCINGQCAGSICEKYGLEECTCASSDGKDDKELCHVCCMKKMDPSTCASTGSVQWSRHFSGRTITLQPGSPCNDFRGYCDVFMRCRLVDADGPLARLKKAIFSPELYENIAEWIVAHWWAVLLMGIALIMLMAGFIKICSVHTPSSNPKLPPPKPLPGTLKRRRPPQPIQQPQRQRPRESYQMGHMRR
Starred values were filed as active, the others as inactive; i = inactive; nt = not tested or not shown.

SMILES	Tn6 DDE FP	proKLK7 act	PLC-gamma1 inh	Tn7 DDE FP	ASAP1 GAP inh	LEDGF integ inh	TDP2 absorb	ADAM17 inh	ARFGAP1 inhibitor	ADAM10 inh
CCOC(=O)C1=C(C)N(C)C(=O)NC1c1ccc(C)s1 (configuration not stated)	1	0.2	-2	-4	0	-2	12	-3	-2	4
CN(C(=O)c1ccc(NC(=O)Cc2cccc(NC(=O)C3CCCN(C(=O)C4CCCCC4)C3)c2)cc1)C1CCCC1 (configuration not stated)	1	0.2	-1	-1	7	0	12	-1	2	5
CCOC(=O)C1CCN(C(=O)C(=O)N2CCC(C(=O)OCC)CC2)CC1	1	0.3	2	-1	7	4	-18	0	-2	-1
Cc1ccc(S(=O)(=O)N(CC(=O)NCc2ccccc2)C(=O)N2CCN(C)CC2)cc1	5	-0.2	2	0	-8	0	3	0	-5	-12
CC(=O)NC1CCN(CC(=O)Nc2nccs2)CC1	-2	1.1	-1	2	1	1	-4	-2	1	-4
O=C(O)c1ccc(CNCc2cc(Cl)ccc2O)cc1	4	0.5	5	2	1	-1	6	-4	1	1
CCSc1nc(N2CCOCC2)c2ccccc2n1	0	-0.9	-2	0	-5	0	-3	0	1	5
O=C(COC(=O)CCc1ccc(S(=O)(=O)N2CCCCC2)cc1)Nc1cccc2ccccc12	-5	0.9	3	-8	-2	1	-21	13*	4	18
O=C(CSc1nc2ccccc2c(=O)n1NC(=O)c1ccccc1)c1ccc(Cl)cc1	-1	0.2	-3	-7	-6	-1	-7	5	-6	3
Oc1ccc(Br)cc1-c1nc2cnccn2c1NC1CCCC1	6	49*	i	7	-3	-5	8	-106	-13	-362
CSCCNC(=O)c1ccc2nc(C3CCCCC3)oc2c1	-10	-1.9	-8	9	-2	-6	5	-8	8	-6
Cc1ccccc1NP1(=O)OCCCN1Cc1ccccc1Cl (configuration not stated)	0	0.2	-1	0	4	-1	4	-5	-1	-4
Cc1cccc(-n2[nH]c3c4c(ccc3c2=O)C(=O)c2ccccc2C4=O)c1	-7	-1.3	1	-5	-9	1	-1	-1	-2	2
Cc1cc(C)c(C(=O)NCCCN2CCOCC2)c(C)c1	8	-0.2	2	7	12	-1	-1	-2	10	4
Cc1nnc(N/N=C/c2ccccn2)[nH]c1=O	8	0.4	0	1	2	-2	-12	-3	-10	-1
COCCN1C(=O)c2oc3c(C)cc(C)cc3c(=O)c2C1c1cccc(O)c1 (configuration not stated)	2	1.2	-3	0	5	0	5	0	-6	0
COc1cccc(OC)c1C(=O)OCC(=O)/C(C#N)=C(\C)N	0	-0.2	-1	1	6	-4	7	-1	1	-3
CNC(=O)COC(=O)c1ccc(NS(=O)(=O)c2ccc3c(c2)OCCO3)cc1	-1	-0.1	-1	0	-17	0	12	-3	-7	-7
Cc1ccccc1CS(=O)(=O)Cc1ccc(C(=O)NCc2cccnc2)o1	-2	0.0	-2	4	5	0	-4	-5	-9	-2
C=CCn1c(CCC(=O)O)ccc1-c1ccccc1	0	1.7	-21	7	15	-3	8	-55	11	-134
CN(C)S(=O)(=O)c1c(Cl)cccc1Cl	-3	0.2	2	-5	3	1	3	-4	0	-3
C=CCOc1ccc(CN(C)C(=O)C2CCCO2)cc1 (configuration not stated)	0	-0.1	1	7	-16	1	-4	-1	-20	8
O=c1c2cc3cccnc3nc2ncn1CCc1c[nH]c2ccccc12	-7	-5.5	-24	-2	nt	6	-1	-19	nt	-64
O=C(CN1CCN(c2ccccc2)CC1)Nc1ccc(F)cc1	-1	-0.3	5	5	-12	-3	-11	-3	2	-1
O=C(Nc1cccnc1)c1c(O)c2cccc3c2n(c1=O)CC3	-8	-0.3	-1	5	8	1	6	-8	0	-15
O=C1NC(=S)/C(=C\c2ccc(-c3ccccc3Cl)o2)S1	0	-0.5	-57	12	-6	5	1	-7	-23	-4
Oc1ccc(/C=N/Nc2ccnc3cc(Cl)ccc23)c(O)c1	-13	-2.4	-88	-6	3	0	-4	-2	16	-2
Brc1ccc(-c2nc(N/N=C/c3cccnc3)c3ccccc3n2)cc1	-7	-4.1	-6	11	0	1	-2	-11	8	9
CC1(C)Cc2c(sc(NC(=O)C(=O)N3CCCCC3)c2C(=O)O)CO1	0	-0.5	-1	-4	-7	1	0	-1	6	-6
O=C(CN1CCN(c2ccc(F)cc2)CC1)Nc1ccc(S(=O)(=O)N2CCOCC2)cc1	-9	0.8	-1	-5	-6	-1	-9	-7	-10	-5
O=C(CCNS(=O)(=O)c1ccccc1C(F)(F)F)NC1CCCCCC1	1	0.2	0	-6	-1	1	-4	-1	6	0
COCc1c(C(=O)NC2CCCCC2)sc2cccc(F)c12	2	-0.2	1	13	-17	-8	-7	-2	-8	-10
Cc1c(N2C(=O)C(C)SC23C(=O)Nc2ccccc23)c(=O)n(-c2ccccc2)n1C (configuration not stated)	-3	-0.5	6	0	7	4	0	2	-17	6
CCN(CC(=O)NC1CCS(=O)(=O)C1)S(=O)(=O)c1ccc(C)cc1C (configuration not stated)	-1	-0.4	0	-4	1	4	-7	3	7	4
Cc1cc2nc(-c3ccc(F)cc3)c(CC3CCCCC3)n2c(C)c1Br	7	0.1	-3	6	14	0	5	-1	0	1
O=C(Nc1nnc(C2=COCCO2)o1)c1ccc([N+](=O)[O-])cc1	1	-0.1	3	0	-15	1	8	1	-3	-1
C[C@H]1CN(c2ccc(N3CCNC[C@@H]3C)cc2C#N)CCN1Cc1ccccc1	-5	0.5	-68	0	-6	4	0	-4	7	-20
CN(NS(=O)(=O)c1ccc(Cl)cc1)c1nc(C(F)(F)F)nc2ccccc12	-7	-0.4	5	-2	-3	-1	-16	4	6	9
CCn1cc(C(=O)N2CC(C)CC(C)C2)c(=O)c2cc(S(=O)(=O)N3CCCC3)ccc21 (configuration not stated)	5	-0.2	2	9	-3	-1	-2	-8	9	-11
CCC(=O)N1CCc2cc(Br)cc(S(=O)(=O)N3CCCCCC3)c21	-1	0.5	3	5	-10	2	3	3	-7	12
O=S1(=O)CC(O)C(N2CCC(c3ccccc3)CC2)C1 (configuration not stated)	6	-0.1	0	9	-2	-2	4	-4	2	-4
Nc1c(S(=O)(=O)c2ccccc2)nnn1-c1ccccc1	-6	0.7	-2	7	5	0	6	-4	-7	-14
COc1ccc(N2C(=NC(=O)CCCc3ccccc3)SC3CS(=O)(=O)CC32)cc1 (configuration not stated)	1	-0.4	-2	0	-4	0	2	-3	10	-7
Oc1ccccc1C=NCCCCCCN=Cc1ccccc1O	4	-0.6	-1	-2	4	3	4	-4	2	-2
CCc1nc2c(OCc3ccccc3OC)cccn2c1N(C)C(=O)C(C)C	3	0.2	-3	-4	0	-1	-2	0	-1	-14

Some of these compounds in order of the PLC-gamma1 inh value, low to high.
smiles | Tn6 DDE FP | proKLK7 act | PLC-gamma1 inh | Tn7 DDE FP | ASAP1 GAP inh | LEDGF integ inh | TDP2 absorb | ADAM17 inh | ARFGAP1 inhibitor | ADAM10 inh
Cc1cc2nc(-c3ccc(F)cc3)c(CC3CCCCC3)n2c(C)c1Br | 7 | 0.1 | -3 | 6 | 14 | 0 | 5 | -1 | 0 | 1
Nc1c(S(=O)(=O)c2ccccc2)nnn1-c1ccccc1 | -6 | 0.7 | -2 | 7 | 5 | 0 | 6 | -4 | -7 | -14
CCN(CC(=O)NC1CCS(=O)(=O)C1)S(=O)(=O)c1ccc(C)cc1C (configuration not stated) | -1 | -0.4 | 0 | -4 | 1 | 4 | -7 | 3 | 7 | 4

(further entries)
SMILES	Tn6 DDE FP	proKLK7 act	PLC-gamma1 inh	Tn7 DDE FP	ASAP1 GAP inh	LEDGF integ inh	TDP2 absorb	ADAM17 inh	ARFGAP1 inhibitor	ADAM10 inh
Cn1cccc1C(=O)Nc1nc(-c2ccccn2)cs1	4	-0.4	-4	-3	4	6	5	-1	9	-14
CN(CCO)c1cc(N(C)CCO)c([N+](=O)[O-])cc1[N+](=O)[O-]	3	-0.1	5	-9	-1	4	-5	1	-1	5
COc1ccc(C(c2nnnn2Cc2ccccc2)N2CCN(c3ccccc3)CC2)cc1 (configuration not stated)	0	-0.4	-1	1	-14	-2	1	1	-7	9
CCN(Cc1cn(Cc2ccccc2)nn1)S(=O)(=O)c1ccccc1Br	-3	-0.1	0	-7	nt	6	0	-1	nt	4
COc1cc2cc(C(=O)Nc3ccccc3)c(N)nc2cc1OC	-7	7.8	i	-6	4	0	-11	-249	14	i
CC(C)(C)c1ccc(Nc2n[nH]c3ccccc23)cc1	0	-1.9	-108	-3	4	-3	-8	-41	17	-128
Cc1ccc(N(C(=O)c2ccc3c(c2)OCO3)C2C=CS(=O)(=O)C2)cc1 (configuration not stated)	-10	-0.3	2	-4	-3	7	-12	3	1	5
CCc1nnc(NC(=O)CSc2ccc(-c3nc4ccc(C)cc4[nH]3)cn2)s1	-6	-0.4	-15	8	-6	-1	17	-12	-3	-36
CC1C/C(=N/NC(=O)c2cccs2)CC(C)(C)C1 (configuration not stated)	-3	0.2	-2	1	-3	1	10	0	13	1
Nc1ncnc2c1ncn2[C@@H]1O[C@H](C(=O)N[C@@H](CCc2ccccc2)C(=O)N2CCN(C(=O)N3CCCCC3)CC2)[C@@H](O)[C@H]1O	-5	0.4	0	-7	6	2	2	-3	6	-2
COC(=O)/C(C#N)=C/c1ccc(-c2ccc(S(N)(=O)=O)cc2)o1	-1	0.9	-26	-2	-14	-4	-7	-13	3	-39
Nc1nc(SCc2ccc([N+](=O)[O-])cc2)c2ncn(C3OC(CO)C(O)C3O)c2n1 (configuration not stated)	-6	-0.1	4	-5	6	1	1	1	20	0
O=C1CCCc2[nH]c(-c3ccccc3)nc21	4	-0.4	3	0	20	-2	3	0	6	4
CCc1ccccc1NC(=O)C(C)n1nc([N+](=O)[O-])c(Br)c1C (configuration not stated)	1	-0.9	-1	10	-2	-3	2	-4	7	3
O=C(O)C1=C[C@@H](c2coc3ccccc3c2=O)C[C@@H](OCCCCO)O1	0	6.4	-4	-1	7	3	3	-3	-3	4
O=C(CSc1nc2ccccc2c(=O)n1-c1ccccc1)N1CCc2ccccc21	-2	0.1	6	-7	-6	0	-16	2	-1	3
CCC/C(C(=O)NCCO)=C1/c2ccccc2C(=O)N1c1ccccc1	9	0.2	4	-2	-13	18*	9	-7	2	-4

Compound activity (PubChem)

Random draw from the library; any-hit rate near 4.2%.
